Source: PubChem (Sanford-Burnham Center for Chemical Genomics)
TAG inh: inhibitors of triacylglycerol accumulation | inhibition, % at 12.5 µM | H9c2 cells, Nile Red lipid (TAG) fluorescence; cells loaded with 200 µM oleic acid | 230,000 compounds, 0.66% hits;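 active = pattern-corrected inhibition of lipid staining of at least 50% with the nuclear-stain viability signal not falling by more than 50%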;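 also: 0% = DMSO wells and 100% = triacsin C control wells; some results filed as inactive read as strong as hits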
TAG inh DAPI viability: recorded beside TAG inh, whose call it bears; DAPI nuclei signal change (viability), lower = more cytotoxic, %;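 whole-well DAPI fluorescence read on a plate reader as a viability signal; minus 50 percent equals half of cells still viable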
An asterisk follows results filed as active.

| # | structure | TAG inh | TAG inh DAPI viability |
| --- | --- | --- | --- |
| 1 | CCN(CC)C(=O)CSc1nc2ccsc2c(=O)n1CCCC(=O)NCCc1ccc(S(N)(=O)=O)cc1 | -5.8 | 7.8 |
| 2 | CCN(CC)S(=O)(=O)c1ccc(C(=O)NCCc2ccccn2)cc1 | 3.4 | 1.4 |
| 3 | O=C(OCC(=O)N(CCc1ccccc1)Cc1ccccc1)c1ccc(F)c(S(=O)(=O)N2CCOCC2)c1 | 7.5 | -6.4 |
| 4 | CCOc1ccc(-c2cc(C(=O)O)c3ccccc3n2)cc1 | -8.3 | 0.5 |
| 5 | CC1CCCN(S(=O)(=O)c2ccc(NC(=O)[C@@H]3CCCN3C(=O)c3cccs3)cc2)C1 (some centres undefined) | 6.7 | 3.9 |
| 6 | Cc1cccc2c(=O)cc(C)n(CC(=O)N3CCOCC3)c12 | -9.4 | 5.7 |
| 7 | Clc1cccc(CNCCCSc2ncccn2)c1 | -0.8 | 4.2 |
| 8 | Cc1ccnc(NC(=O)CCC(=O)N(CC(=O)NC2CCCCC2)Cc2ccccc2)c1 | 5.7 | 5.3 |
| 9 | CSCCC(NC(=O)c1ccc([N+](=O)[O-])cc1Cl)C(=O)OC(C)C(=O)NCc1ccco1 (centres undefined) | 10.3 | 1.2 |
| 10 | Cc1c(C(N)=O)sc(N)c1C(=O)OC(C)C | 1.1 | 2.3 |
| 11 | NC1=NC(=O)C(c2ccccc2)C(=O)N1 (centres undefined) | 9.7 | -6.6 |
| 12 | CCOc1ccccc1NC(=O)CSc1nccn1-c1ccccc1 | -39.6 | -9.6 |
| 13 | Oc1cccc(CCC2CCCCN2Cc2cn[nH]c2-c2ccc3c(c2)OCO3)c1 (centres undefined) | 27.7 | 6.7 |
| 14 | O=C1CSC(c2cccc(F)c2)N1c1ccccc1F (centres undefined) | -17.2 | 9.0 |
| 15 | COc1ccc(-c2cn(CC3CCCCC3)nn2)cc1 | -27.0 | 6.6 |
| 16 | CCOc1cc(/C=N/NC(=O)CSc2cccc3cccnc23)ccc1O | 14.9 | 1.8 |
| 17 | CCN(CC)/C(=N/O)NC(=O)NS(=O)(=O)c1ccc(C)cc1 | -3.5 | -2.7 |
| 18 | COc1cccc(NC(=S)NN2CCN(C)CC2)c1 | -5.6 | -5.1 |
| 19 | COCCN(C(=O)COC(=O)C1(c2ccccc2)CC1)c1c(N)n(CC(C)C)c(=O)[nH]c1=O | 2.8 | 2.1 |
| 20 | COc1c(/C=N/NC(N)=S)c(C)nn1-c1ccccc1 | 5.4 | 0.2 |
| 21 | O=C(c1ccccc1F)N(Cc1ccc2c(c1)OCO2)Cc1cc2cc3c(cc2n2nnnc12)OCO3 | -14.6 | 2.2 |
| 22 | COCC(C)N1CCC(n2nccc2NC(=O)c2ccc3c(c2)OCO3)CC1 (centres undefined) | 2.3 | 0.3 |
| 23 | C[C@H](CO)N1C[C@H](C)[C@@H](CN(C)C(=O)Nc2ccccc2)Oc2c(cccc2N(C)C)C1=O | -5.6 | -11.3 |
| 24 | CC(C)c1nc2oc3c(N4CCN(C)CC4)ncnc3c2c2c1CCC2 | 0.4 | 12.7 |
| 25 | COc1ccccc1N1CCN(C(=O)c2ccc(-c3ccc(Cl)cc3)o2)CC1 | -1.8 | -9.5 |
| 26 | CCOc1ccc(NC(=O)Cc2ccc(NC3=NC4CS(=O)(=O)CC4S3)cc2)cc1 (centres undefined) | 9.0 | -7.2 |
| 27 | COc1cc(OC)nc(Nc2nc(C(C)N)cs2)n1 (centres undefined) | 15.2 | 0.1 |
| 28 | Nn1c(Cc2cccc3ccccc23)nnc1SC1CCOC1=O (centres undefined) | -13.8 | 32.7 |
| 29 | O=C(NCCc1ccc(F)cc1)c1cc(=O)c2ccccc2o1 | -3.2 | -2.0 |
| 30 | CN(C(=O)CNc1ccccc1Cl)C1CCS(=O)(=O)C1 (centres undefined) | 11.3 | -2.6 |
| 31 | Cc1c(C(=O)Nc2ccccc2[N+](=O)[O-])csc1-c1ccccc1 | -22.9 | 0.9 |
| 32 | COc1ccccc1OCCNC(=O)c1ccco1 | 6.1 | 1.4 |
| 33 | CCn1nc(CC(=O)Nc2ccc(-n3cnnn3)c(OC)c2)c2ccccc2c1=O | -8.3 | 1.7 |
| 34 | CCc1cc2c(SCC(=O)NC3CCCC3)ncnc2s1 | -1.5 | 4.1 |
| 35 | Cc1ccsc1/C=N/NC(=O)Nc1ccccc1 | -30.4 | 1.7 |
| 36 | COc1ccc(C(CC(=O)NCCCN2CCOCC2)NS(=O)(=O)c2ccc(C)cc2)cc1 (centres undefined) | -13.4 | 0.6 |
| 37 | OC(c1ccc2c(c1)OCO2)c1ncc(-c2ccc(Cl)cc2)[nH]1 (centres undefined) | 102.4 | -80.7 |
| 38 | CCC(C)C(Nc1ncnc2scc(-c3ccccc3)c12)C(=O)O (centres undefined) | 17.2 | -11.2 |
| 39 | O=c1c2[nH]c3cccc(Cl)c3c2ncn1CCN1CCCCC1 | 23.5 | 0.0 |
| 40 | Cn1nnc2cc(C(=O)NC3CC3)ccc21 | -18.2 | -1.0 |
| 41 | COc1ccc(S(=O)(=O)N2CCCCCC2)cc1NC(=O)Cc1cccc(C(F)(F)F)c1 | 13.6 | -3.8 |
| 42 | Cc1cc2c(ccc3c2no[n+]3[O-])nn1 | -11.0 | 3.1 |
| 43 | O=[n+]1c2c(n([O-])c3c1CCCC3)CCCCC2 | -11.1 | 12.1 |
| 44 | CN(C(=O)/C=C/c1ccc([N+](=O)[O-])s1)c1ccccc1 | 2.2 | 1.0 |
| 45 | Cc1nn(-c2ccccc2)c(C)c1/C=N\NS(=O)(=O)c1ccc(Cl)cc1 | -10.4 | 16.0 |
| 46 | CCN(CC(=O)Nc1ccc(NC(C)=O)cc1)C(=O)/C=C/c1ccco1 | -9.1 | -1.7 |
| 47 | O=C(N[C@@H]1CCC(=O)N(CC[C@H](Oc2ccccc2)c2ccccc2)CC1)OCc1ccccc1 | -13.1 | 6.6 |
| 48 | COc1ccc(Cl)cc1NC(=O)NCc1cccnc1 | 15.9 | -2.1 |
| 49 | CCC1C(=O)C[C@H]2CCN3C(=O)CCCC1C23 (some centres undefined) | 14.6 | -2.2 |
| 50 | CCOC(=O)C1CCCN(S(=O)(=O)c2ccc3c4c(cccc24)C(=O)N3CC)C1 (centres undefined) | -12.6 | 37.1 |

Sorted by formula weight (ascending): some entries from above
| # | structure | TAG inh | TAG inh DAPI viability |
| --- | --- | --- | --- |
| 42 | Cc1cc2c(ccc3c2no[n+]3[O-])nn1 | -11.0 | 3.1 |
| 40 | Cn1nnc2cc(C(=O)NC3CC3)ccc21 | -18.2 | -1.0 |
| 43 | O=[n+]1c2c(n([O-])c3c1CCCC3)CCCCC2 | -11.1 | 12.1 |
| 49 | CCC1C(=O)C[C@H]2CCN3C(=O)CCCC1C23 (some centres undefined) | 14.6 | -2.2 |
| 35 | Cc1ccsc1/C=N/NC(=O)Nc1ccccc1 | -30.4 | 1.7 |
| 32 | COc1ccccc1OCCNC(=O)c1ccco1 | 6.1 | 1.4 |
| 27 | COc1cc(OC)nc(Nc2nc(C(C)N)cs2)n1 (centres undefined) | 15.2 | 0.1 |
| 44 | CN(C(=O)/C=C/c1ccc([N+](=O)[O-])s1)c1ccccc1 | 2.2 | 1.0 |
| 48 | COc1ccc(Cl)cc1NC(=O)NCc1cccnc1 | 15.9 | -2.1 |
| 29 | O=C(NCCc1ccc(F)cc1)c1cc(=O)c2ccccc2o1 | -3.2 | -2.0 |
| 34 | CCc1cc2c(SCC(=O)NC3CCCC3)ncnc2s1 | -1.5 | 4.1 |
| 37 | OC(c1ccc2c(c1)OCO2)c1ncc(-c2ccc(Cl)cc2)[nH]1 (centres undefined) | 102.4 | -80.7 |
| 39 | O=c1c2[nH]c3cccc(Cl)c3c2ncn1CCN1CCCCC1 | 23.5 | 0.0 |
| 31 | Cc1c(C(=O)Nc2ccccc2[N+](=O)[O-])csc1-c1ccccc1 | -22.9 | 0.9 |
| 28 | Nn1c(Cc2cccc3ccccc23)nnc1SC1CCOC1=O (centres undefined) | -13.8 | 32.7 |
| 38 | CCC(C)C(Nc1ncnc2scc(-c3ccccc3)c12)C(=O)O (centres undefined) | 17.2 | -11.2 |
| 24 | CC(C)c1nc2oc3c(N4CCN(C)CC4)ncnc3c2c2c1CCC2 | 0.4 | 12.7 |
| 46 | CCN(CC(=O)Nc1ccc(NC(C)=O)cc1)C(=O)/C=C/c1ccco1 | -9.1 | -1.7 |
| 25 | COc1ccccc1N1CCN(C(=O)c2ccc(-c3ccc(Cl)cc3)o2)CC1 | -1.8 | -9.5 |
| 33 | CCn1nc(CC(=O)Nc2ccc(-n3cnnn3)c(OC)c2)c2ccccc2c1=O | -8.3 | 1.7 |
| 50 | CCOC(=O)C1CCCN(S(=O)(=O)c2ccc3c4c(cccc24)C(=O)N3CC)C1 (centres undefined) | -12.6 | 37.1 |
| 41 | COc1ccc(S(=O)(=O)N2CCCCCC2)cc1NC(=O)Cc1cccc(C(F)(F)F)c1 | 13.6 | -3.8 |
| 47 | O=C(N[C@@H]1CCC(=O)N(CC[C@H](Oc2ccccc2)c2ccccc2)CC1)OCc1ccccc1 | -13.1 | 6.6 |
| 36 | COc1ccc(C(CC(=O)NCCCN2CCOCC2)NS(=O)(=O)c2ccc(C)cc2)cc1 (centres undefined) | -13.4 | 0.6 |

Next entries follow:
| # | structure | TAG inh | TAG inh DAPI viability |
| --- | --- | --- | --- |
| 51 | CC1CCCCN1C(=O)Cn1c(=O)n(-c2ccc(F)cc2)c(=O)c2sccc21 (centres undefined) | -14.8 | 6.3 |
| 52 | CCOC(=O)c1ccc(NCc2nc3ccccc3n2C)cc1 | -83.8 | -4.3 |
| 53 | Cn1cc(SCC(N)=O)c2ccccc21 | -5.8 | -5.7 |
| 54 | COc1cc(C2CC(=O)Oc3cc(OC)c(OC)c(OC)c32)cc(OC)c1OC (centres undefined) | -0.1 | -0.1 |
| 55 | O=C(Cc1cccs1)Nc1nncs1 | 5.9 | 5.9 |
| 56 | O=C(CSCc1ccc(Cl)cc1)N1CCCCC1 | -11.9 | 2.2 |
| 57 | CC(NC(=O)c1cc2cc([N+](=O)[O-])ccc2oc1=O)C1CCCO1 (centres undefined) | 5.9 | -7.6 |
| 58 | Cc1ccc(C(=O)NCC(=O)Nc2ccccc2C)o1 | -11.7 | -3.5 |
| 59 | Cc1nc2ccccc2n1CC(=O)c1ccccc1 | -17.6 | -0.9 |
| 60 | Cc1ccnc(NC(=O)c2cccc(NC(=O)Cc3ccccc3)c2)c1 | 17.0 | -11.2 |
| 61 | CCc1ccc(C(=O)c2cnc3ccc(OC)cc3c2N2CCN(CC)CC2)cc1 | -22.7 | -7.3 |
| 62 | O=C(Nc1ccc(N2CCN(C(=O)c3ccco3)CC2)cc1)c1ccccc1F | -1.4 | -4.1 |
| 63 | COc1ccc(CCC(=O)N2CCN(S(=O)(=O)c3ccc(OC)c([N+](=O)[O-])c3)CC2)cc1 | 6.1 | -7.7 |
| 64 | CCOC(=O)c1cc2c(ccn2C)n1Cc1ccccc1Cl | 2.7 | -2.3 |
| 65 | Cc1cccc(NS(=O)(=O)c2cc3c4c(c2)CCN4C(=O)CC3)c1C | 1.9 | 6.2 |
| 66 | CCN(CC)CCN1C(=O)C(=O)/C(=C(/O)c2ccc(OC)c(OC)c2)C1c1ccccn1 (centres undefined) | 12.5 | -11.6 |
| 67 | O=C1[C@H]2[C@@H](c3ccc(F)cc3)N3C(=O)N(c4cccc(Br)c4)C(=O)[C@@]3(Cc3ccc(Cl)cc3)[C@H]2C(=O)N1C1CCCCC1 | 45.4 | -10.8 |
| 68 | O=C(NCCS(=O)(=O)N1CCCCC1)c1ccccc1 | -3.3 | 0.1 |

Record cards, as listed above.
CC(NC(=O)c1cc2cc([N+](=O)[O-])ccc2oc1=O)C1CCCO1 (centres undefined) is listed with TAG inh: 5.9; TAG inh DAPI viability: -7.6
Cc1ccnc(NC(=O)c2cccc(NC(=O)Cc3ccccc3)c2)c1 is listed with TAG inh: 17.0; TAG inh DAPI viability: -11.2

An excerpt; count on the stated rates, not on these rows.
